# Screening data: PubChem BioAssay, National Center for Advancing Translational Sciences (NCATS)
# D2 potentiator – D2 dopamine receptor (human) potentiation; potentiation, % at 10 µM; P14416; AID 485347; HEK293 T-REx D2, calcium flux, EC20 dopamine potentiation; 0.34% of 340,000 active;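 active = potentiation over 3 SD above the plate norm, cut at about 30% in these data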; also: 0% is about no effect
#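 Calcium flux readout, no-wash dye, 1 read/s. Inducible HEK293 Trex D2 line, overnight 30 C. Compound alone 180 s (agonist flags), then EC20 dopamine, another 180 s to score potentiation.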
# GRP78 ERSR act – induces the endoplasmic reticulum stress response in human glioma cells | U87-MG GRP78 promoter luciferase reporter, 16 h | Potency, µM, for the others: at the top dose activation, usual class: activators | 0.02% of 420,000 active | AID 602332; also: potency is read from the fitted curve at half-maximal effect; series mostly up to about 76 µM; % of control where 0% means no effect; nearly all actives have a fitted effect of over 35% in size
#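 Stably transfected U87-MG human glioma cells carrying a GRP78-based luminescent sensor were seeded at 1000 cells/well, pin-dosed with compounds and incubated 16 h. Luciferase reagent was then added, and end-point luminescence was read after 10 min at room temperature.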
# D1 antagonist – blocks dopamine activation of the human D1 receptor | P21728 | HEK293 TREx D1 cells, calcium flux, dopamine EC80; hits give low values | activity change, negative = inhibition, % at 10 µM | 3.2% of 360,000 active; in the data active = activity change below about -30%; also: % is scaled to controls: 0 for no effect and ±100 for the full control effect
#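 Using tetracycline-induced force-coupled D1 Hek293 cells and a calcium dye, signals were followed for 180 s after compound, then for 180 s after EC80 dopamine, to detect inhibitors.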
# D1 agonist – agonists of human D1 dopamine receptor. HEK293 T-REx D1 cells, calcium flux, agonist mode. activation, % at 2 µM. P21728. 1% of 360,000 active; in the data active = activation above about 30%; also: 0% is about no effect
#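 Agonism was scored from calcium flux recorded over 180 s (1 read/s) after pintool compound addition, following a 10-cycle baseline. Cells were inducible force-coupled HEK293 TREx D1, plated overnight at 30 C and loaded with no-wash calcium dye.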
# Vif-A3F inh – blocks the Vif interaction with APOBEC3F; Potency, µM (series often up to 46.1 µM), without a hit: top-dose activity, negative = active; AID 602313; HeLa A3F-eYFP + Vif (tagged APOBEC3F with the HIV-1 protein that degrades it), YFP fluorescence increase; 0.2% of 390,000 active; also: potency is read from the fitted curve at half-maximal effect; % of control where 0% means no effect; nearly all actives have a fitted effect of over 65% in size
#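 HeLa cells stably expressing A3F-eYFP plus Vif, plated and incubated overnight at 37 deg C, then exposed to compounds overnight at 37 deg C. Blocked degradation read as raised yellow fluorescence (Ex 488/Em 500-530).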
# Vif-APOBEC3G blk – blocks the Vif interaction with human APOBEC3G; 0.076% of 410,000 active; Potency, µM (doses to about 46.1 µM), for the others: at the highest dose activity, negative = active, most hits filed as inhibitors; HeLa A3G-eYFP + Vif (tagged APOBEC3G with the HIV-1 protein that degrades it), YFP fluorescence, overnight; Q9HC16;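 also: potency is read from the fitted curve at half-maximal effect; % is scaled to controls: 0 for no effect and ±100 for the full control effect; nearly all actives have a fitted effect of over 60% in size; hits raise eYFP signal because A3G escapes Vif-driven loss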
# Target sequence (Q9HC16 whole entry, looked up): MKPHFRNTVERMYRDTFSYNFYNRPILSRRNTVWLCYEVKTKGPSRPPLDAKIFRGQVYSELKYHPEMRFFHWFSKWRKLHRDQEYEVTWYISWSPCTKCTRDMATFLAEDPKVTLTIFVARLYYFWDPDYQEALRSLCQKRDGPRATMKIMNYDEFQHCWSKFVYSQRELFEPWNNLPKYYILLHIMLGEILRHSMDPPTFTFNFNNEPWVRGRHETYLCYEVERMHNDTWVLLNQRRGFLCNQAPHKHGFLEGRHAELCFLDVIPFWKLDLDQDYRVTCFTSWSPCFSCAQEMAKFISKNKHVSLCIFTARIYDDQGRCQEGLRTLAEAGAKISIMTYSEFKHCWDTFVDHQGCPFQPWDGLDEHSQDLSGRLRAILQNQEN
#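 HeLa cells stably expressing Vif and C-terminally eYFP-tagged A3G, seeded overnight at 37 deg C, then exposed to compound by pintool overnight at 37 deg C. Rise in yellow fluorescence (Ex 488/Em 500-530, Acumen) marks blocked Vif-driven A3G degradation.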
# D1 PAM – enhances dopamine response at the human D1 receptor; P21728; HEK293 TREx D1 cells, calcium flux, dopamine EC20 potentiation; potentiation, % at 10 µM; 0.036% of 360,000 active; AID 504651; in the data active = potentiation above about 30%; also: 0% is about no effect
# LDHA inh – LDHA (human) enzyme inhibition | activity change, % (values are at about 110 or 230 µM) | purified LDHA, NADH/diaphorase-resazurin fluorescence; hits give low values | AID 1347041 | 0.15% of 480,000 active | P00338; in the data active = activity change below about -30%; inconclusive = mostly about -25% to -30%;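 also: plate controls were DMSO wells for no effect and wells without enzyme for full effect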
#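 Enzyme activity of human lactate dehydrogenase 5 (2 nM; 0.06 mM NADH, 0.2 mM pyruvate, 5 min, RT) is measured via a resazurin/diaphorase fluorescence readout of residual NADH.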
# RXFP1 ag – agonists of human relaxin receptor RXFP1 | Q9HBX9 | Potency, µM (series often up to 57.5 µM), for the others: at the top dose activation, usual class: activators | HEK293T-RXFP1 cAMP TR-FRET, 30 min; response scale: percent of porcine relaxin response, buffer zero | 0.3% of 370,000 active; also: potency is read from the fitted curve at half-maximal effect; % is scaled to controls: 0 for no effect and ±100 for the full control effect; nearly all actives have a fitted effect of over 60% in size; many of its hits are not listed in these tables
# Target sequence (Q9HBX9 whole entry, looked up): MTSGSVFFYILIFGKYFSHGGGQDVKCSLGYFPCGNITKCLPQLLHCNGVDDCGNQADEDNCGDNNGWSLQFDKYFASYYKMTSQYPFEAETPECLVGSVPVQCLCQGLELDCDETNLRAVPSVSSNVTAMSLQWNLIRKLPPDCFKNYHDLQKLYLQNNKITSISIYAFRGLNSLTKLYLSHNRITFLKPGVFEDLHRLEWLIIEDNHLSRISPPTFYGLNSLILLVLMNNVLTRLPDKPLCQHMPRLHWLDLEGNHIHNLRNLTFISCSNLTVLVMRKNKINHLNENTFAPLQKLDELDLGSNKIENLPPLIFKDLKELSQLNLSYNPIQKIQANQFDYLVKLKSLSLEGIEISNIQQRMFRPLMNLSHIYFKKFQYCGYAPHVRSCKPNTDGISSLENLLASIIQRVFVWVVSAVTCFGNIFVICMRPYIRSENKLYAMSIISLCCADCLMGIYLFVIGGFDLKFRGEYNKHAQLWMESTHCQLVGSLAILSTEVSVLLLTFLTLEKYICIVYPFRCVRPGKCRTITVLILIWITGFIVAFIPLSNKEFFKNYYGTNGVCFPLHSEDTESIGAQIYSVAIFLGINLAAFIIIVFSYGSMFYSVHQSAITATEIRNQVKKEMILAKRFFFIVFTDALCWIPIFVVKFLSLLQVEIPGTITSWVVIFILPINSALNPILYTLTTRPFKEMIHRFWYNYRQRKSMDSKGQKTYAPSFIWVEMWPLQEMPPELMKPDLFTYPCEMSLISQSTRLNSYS
#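 HEK293T cells stably expressing RXFP1 were pretreated with the PDE4 inhibitor Ro 20174, exposed to compounds for 30 min at 37C, lysed, and cAMP was read by TR-FRET. Data normalized to buffer (basal) and 29 nM porcine relaxin (100%).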
# Starred values were filed as active, the others as inactive; ? = inconclusive; / = no result given; & = joins results of further samples. Unless noted, calls follow the shape of the dose curve; as a rule, active = well fitted curve in the direction sought with a large enough effect; inconclusive = small, poorly fitted or top-dose-only effect, or another doubt; inactive = no such curve, though single readings can be large; an effect the other way counts as inactive or inconclusive. These rows are one share of the data, so the mix of outcomes need not match the whole.
SMILES,D2 potentiator,GRP78 ERSR act,D1 antagonist,D1 agonist,Vif-A3F inh,Vif-APOBEC3G blk,D1 PAM,LDHA inh,RXFP1 ag
COCCN(C(=O)COC(=O)c1ccccc1Oc1ccccc1)c1c(N)n(Cc2ccccc2)c(=O)[nH]c1=O,-4.5,-3.0%,-6.8,4.4,1.7%,-3.1%,9.7,-2.2,1.3%
CCc1ccc(NC(=O)C2CCN(c3nn4c(=O)cc(C)nc4s3)CC2)cc1,5.6,-2.5%,0.3,-1.3,-3.3%,4.3%,2.2,-14.8,0.4%
CC[N+](CC)(CCO)CCCN1C(=O)C2CC=C(Cl)CC2C1=O (centres undefined),-6.9,-2.6%,8.4,0.0,-12.3%,1.3%,-0.8,-5.1,0.7%
O=C(NC1CCCCC1)C(c1ccccn1)N(C(=O)c1csnn1)c1ccccc1F (centres undefined),-9.0,-5.1%,8.6,4.2,-6.9%,-5.0%,-4.6,-1.5,0.9%
O=C(CCCn1c(=O)c2cccn2c2ccccc21)NCc1ccccc1Br,-12.4,-0.6%,-2.4,2.7,1.3%,2.7%,-4.3,0.2,?
Cc1cnc(=O)[nH]c1SCC(=O)Nc1cc(C(F)(F)F)ccc1Cl,10.9,-2.3%,/,0.2,-16.8%,2.0%,-0.1,-2.0,0.0%
CC(C)(CN1CCN(C(c2ccccc2)c2ccccc2)CC1)NS(=O)(=O)c1ccccc1,-17.2,-0.4%,-2.1,3.9,?,0.1%,0.8,-0.9,1.1%
C=CCOc1ccccc1CN1CCCC(CCC(=O)N(C)CCc2ccccn2)C1 (centres undefined),-1.0,-4.7%,-6.1,14.9,-11.4%,-1.3%,-2.5,-6.7,-4.5%
Cc1cccc(OCC(=O)NNS(=O)(=O)c2ccccc2F)c1,/,-2.6%,1.1,0.0,0.5%,-9.4%,-4.6,-0.8,0.5%
COc1ccc(OC)c(C(=O)c2ccc(C(=O)O)cc2)c1,24.1,-1.9%,0.4,-0.3,2.2%,-0.4%,-2.1,-4.7,2.2%
CCCOC(=O)c1ccc(NC(=O)Oc2ccccc2)cc1,-2.3,-0.6%,-0.5,7.8,-8.6%,2.4%,-8.7,-4.5,0.4%
Cc1ccc(-c2csc(-c3nc(-c4ccc(Br)s4)cs3)n2)cc1,-2.3,-6.0%,2.6,0.3,-4.6%,-1.4%,1.6,-19.5,1.1%
CC1=NN(C(=O)c2ccc(Cl)cc2)C(O)(c2ccccc2)C1 (centres undefined),7.0,1.7%,3.5,2.1,4.6%,1.8%,-4.3,-0.8,-0.7%
CCn1c(C)nc2cc(C#N)ccc21,2.3,-5.0%,-18.7,5.6,2.7%,0.6%,-6.3,-2.7,-0.9%
Cc1ccc(S(=O)(=O)N2CCCC(C(=O)NCC3CCCO3)C2)cc1 (centres undefined),-18.5,8.2%,8.3,0.1,-36.4%,-1.1%,-1.9,-15.1,1.7%
Cc1csc(NC(=O)CSc2nnnn2C)n1,1.6,0.4%,-3.6,1.2,-10.7%,1.5%,-3.4,0.9,0.0%
Cc1ccc(S(=O)(=O)CCSc2cccc(C(=O)O)c2)cc1,3.3,-3.5%,-3.0,7.0,-9.0%,-2.1%,0.8,-2.2,-1.8%
COc1nnc(-c2ccc(C)c(S(=O)(=O)NCCO)c2)c2ccccc12,23.6,-2.2%,0.7,3.2,-6.6%,-3.2%,2.2,-7.1,-0.2%
Cc1ccc(C)c(-n2c(-c3csc(C)c3C)n[nH]c2=S)c1,2.8,-1.5%,-5.5,5.6,-4.7%,1.7%,-4.6,-4.2,1.7%
CCOC(=O)C1=C(c2ccccc2)NC(N)=NC1c1ccc(OCc2ccc(Cl)cc2)c(OC)c1 (centres undefined),-2.6,-14.5%,-26.3,-1.1,7.8%,-1.8%,-3.6,-0.1,2.3%
Cc1ccc(CN2CCCn3nc(C(=O)NCc4ccc(N(C)C)cc4)cc3C2=O)cc1,-5.6,-2.7%,20.5,-0.2,5.2%,3.9%,0.7,1.7,1.7%
C#CCOCCOCCOCCNc1nc(N2CCN(C(=O)[C@H]([C@@H](C)O)n3cc(CCCCN)nn3)CC2)nc(N2CCN(C(=O)[C@H]([C@@H](C)CC)n3cc(CCCCN)nn3)CC2)n1,12.6,1.3%,-3.2,-0.3,-3.2%,1.4%,-8.1,-0.9,-0.3%
O=C1[C@H](Cc2ccccc2)NCCCC[C@H](c2ccco2)N1Cc1ccccc1,/,2.2%&13.5%,/,/,-21.2%,-3.0%&-9.9%,/,-1.4,/
Cc1ccc(CNC(=O)Cn2c(-c3cccs3)cc3cc(Cl)ccc32)cc1,3.5,-3.5%,4.6,2.8,0.9%,3.4%,-1.9,-2.9,9.9%
COc1ccc(Br)cc1CN(C)CC(O)COc1ccc(Br)cc1 (centres undefined),-3.8,-6.1%,-9.4,13.3,-14.1%,7.5%,/,-2.9,0.4%
Cc1ccc(NC(=O)Nc2ccon2)cc1Cl,4.1,3.6%,-30.8*,5.3,2.1%,2.1%,-11.5,-5.4,-1.3%
COc1cccc(NC(=O)c2nnn(Cc3cccc(C(F)(F)F)c3)c2N)c1,12.9,0.5%,-7.1,62.9*,-0.9%,0.8%,-4.1,-3.9,0.1%
CCN(CC)c1nc(-c2cccc(OC)c2O)nc2ccccc12,4.2,0.1%,13.4,2.9,4.3%,6.4%,-4.7,8.2,1.9%
Cc1ccc(C(=O)N2CCc3cc(CNS(=O)(=O)c4cccs4)ccc32)cc1,7.1,-0.4%,-23.4,2.4,-1.5%,-1.0%,-4.8,-8.3,1.7%
Cc1onc(-c2ccccc2)c1C(=O)OCCOc1cccc(Cl)c1,-0.7,-2.3%,-8.0,6.6,2.8%,-18.3%,-0.8,0.8,2.1%
Cc1ccc(Cl)cc1N1CCN(Cc2cc3c(cc2O)CCC3)CC1,-19.4,-1.3%,2.8,0.8,-3.8%,-3.0%,-0.4,0.0,0.9%
CC1CCC(NC(=O)C2CCN(S(=O)(=O)c3ccc4nc5c(c(C(=O)O)c4c3)CC(C)CC5)CC2)CC1 (centres undefined),-3.2,-0.6%,3.1,0.8,4.7%,10.7%,-8.9,1.1,0.0%
CCOc1c([N+](=O)[O-])cc2c(C)c(C(=O)N3CCN(C)CC3)oc2c1OCC,-4.1,-2.9%,-10.2,0.3,4.4%,-0.7%,-8.0,18.9,0.0%
Cc1c(C(=O)Nc2nnc(C3CC3)s2)oc2c(Cl)cccc12,2.3,5.1%,14.3,-0.6,-15.4%,-1.0%,-0.9,-3.6,3.5%
CC(=O)Nc1cccc(-c2csc(Nc3ncccn3)n2)c1,3.8,/,-18.4,2.7,/,/,7.3,/,0.3%
COc1ccccc1NS(=O)(=O)c1ccc(C)c(C(=O)Nc2ccc(S(=O)(=O)Nc3onc(C)c3C)cc2)c1,/,-5.3%,/,/,6.6%,1.1%,/,-6.5,/
C/C(=N\NC(=O)c1c[nH]c2ccccc12)c1ccc(C)s1,16.9,2.1%,-0.4,-0.6,-5.7%,0.9%,0.0,-8.0,-3.2%
O=C(O)CCCNS(=O)(=O)c1ccc(Br)s1,14.4,-2.0%,13.8,2.9,-1.8%,-0.6%,9.3,-7.1,2.0%
CCOc1ccc2nc(NCCCNS(=O)(=O)c3ccc(C)cc3)c(C#N)cc2c1,-11.3,4.3%,-2.5,0.3,-7.1%,-0.6%,-0.8,6.5,3.5%
CC(=O)c1ccc(N2CCN(C(=O)c3n[nH]c4ccccc34)CC2)cc1,-1.5,2.9%,-33.1*,6.8,-4.2%,4.4%,1.4,-10.4,2.5%
CN1CCN(S(=O)(=O)c2cc([N+](=O)[O-])ccc2Cl)CC1,1.1,4.6%,-15.0,0.4,-0.5%,-4.1%,-8.4,-1.2,4.0%
Cc1ccc(CNC(=O)CCCN2C(=O)CCn3nc(-c4cccn4C)cc32)cc1,-4.7,-0.1%,-9.0,-0.7,3.3%,-0.7%,0.2,1.6,0.1%
NC(=O)CSc1nc2sc(-c3ccccc3)cc2c(=O)n1N,13.7,-0.1%,-3.6,3.8,-2.3%,-5.5%,-1.9,-1.9,-1.4%
COc1cccc(CC2(CO)CCCN(Cc3ccccc3-c3ccco3)C2)c1 (centres undefined),7.9,-1.6%,3.8,11.8,?,-4.3%,-2.2,-8.6,3.8%
Cc1ccc(N2C(=O)N(CC(=O)N3CCOCC3)C(=O)C2C)cc1 (centres undefined),7.6,4.3%,8.5,0.5,-11.8%,0.3%,-1.3,-4.7,-1.1%
O=C1C2C3CCC(C3)C2C(=O)N1CNc1ccc(F)cc1 (centres undefined),/,-7.4%,0.8,2.9,5.1%,-7.6%,-1.4,-3.7,0.9%
O=C(NCCCc1ccccc1)c1cccc(S(=O)(=O)N2CCOCC2)c1,5.4,0.4%,9.9,0.7,7.2%,1.5%,-1.1,-19.4,1.2%
O=C(NCc1ccccc1Cl)c1nnc(Cc2ccc(Cl)cc2)o1,-2.5,0.9%,6.8,6.8,2.1%,0.6%,-0.8,-5.8,2.0%
CCN(c1ccccc1)S(=O)(=O)c1ccc(Cl)c(C(=O)OCC(=O)NC(=O)C(C)C)c1,6.9,-0.4%,-34.0*,4.1,5.1%,1.4%,-1.3,1.1,-0.7%
COc1ccc(C2=NN(S(C)(=O)=O)C(c3cn(-c4ccccc4)nc3-c3cccs3)C2)cc1 (centres undefined),-21.6,-3.0%,21.5,5.9,-15.7%,2.1%,-5.6,-7.0,-3.5%
COc1ccc(CN2CCNC(=O)C2CC(=O)NCCCn2nnc3ccccc32)cc1C (centres undefined),6.8,-4.4%,0.9,1.3,-9.5%,-0.2%,-3.0,-0.9,1.1%

# Whole records from above. Order of screens: D2 potentiator, GRP78 ERSR act, D1 antagonist, D1 agonist, Vif-A3F inh, Vif-APOBEC3G blk, D1 PAM, LDHA inh, RXFP1 ag
# `Cc1ccc(CNC(=O)CCCN2C(=O)CCn3nc(-c4cccn4C)cc32)cc1` across the screens: -4.7, -0.1%, -9.0, -0.7, 3.3%, -0.7%, 0.2, 1.6, 0.1%
# `COc1ccc(C2=NN(S(C)(=O)=O)C(c3cn(-c4ccccc4)nc3-c3cccs3)C2)cc1` (centres undefined) across the screens: -21.6, -3.0%, 21.5, 5.9, -15.7%, 2.1%, -5.6, -7.0, -3.5%
